influenza NS1A: NS1A inhibition, H1N1 influenza, cell based functional assay (AID 504329); NS1A functional cell-based assay, percent inhibition; higher % means a stronger effect; inhibition, % at 12.5 µM, or IC50 in µM where a hit was titrated; 0.3% of 340,000 active; in the data active = a potency from the dose series; inconclusive = inhibition above about 27% without an active follow-up result; note: strong numbers were not always called active
inhibitors of VEEV: inhibitors of VEEV TC-83 cytopathic effect, confirmation, Vero cells (AID 588727) | Vero cells, VEEV TC-83 cytopathic effect inhibition; higher % means a stronger effect | one-dose inhibition, % at 20 µM; IC50 in µM for titrated hits | 0.13% of 350,000 active; in the data active = a potency from the dose series; inconclusive = inhibition mostly from about 14% at the one dose, without a potency; inactive = the rest, 99 in 100 with inhibition below about 12%; note: strong numbers were not always called active
H37Rv inhibition: M. tuberculosis growth inhibition, HTS (AID 449762); inhibition, % at 25 µM; hits with a dose series show IC50 in µM; 0.59% of 330,000 active; M. tuberculosis H37Rv growth inhibition, 7H9 media; higher % means a stronger effect; in the data active = a potency from the dose series; inconclusive = inhibition above about 70% without an active follow-up result;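 note: bacterial growth assessed after seven days of incubation; strong numbers were not always called active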
PhoP GFP inhibition: Inhibition of PhoP regulon, Salmonella typhi GFP reporter cells, confirmation, 4 h (AID 1850). Salmonella Typhi PhoP-promoter GFP reporter, fluorescence, 4 h; higher % means a stronger effect. inhibition, % at 50 µM, or IC50 in µM where a hit was titrated. 0.33% of 310,000 active; in the data active = a potency from the dose series; inconclusive = inhibition mostly from about 25% at the one dose, without a potency; inactive = the rest, 99 in 100 with inhibition below about 19%;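 note: 0% = induced wells with vehicle and 100% = uninduced wells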
M. tuberculosis: growth inhibition of non-replicating M. tuberculosis (AID 488890). one-dose inhibition, % at 25 µM; IC50 in µM for titrated hits. Mycobacterium tuberculosis non-replicating, growth inhibition; higher % means a stronger effect. 0.39% of 320,000 active; in the data active = a potency from the dose series; inconclusive = inhibition mostly from about 82% at the one dose, without a potency; inactive = the rest, 99 in 100 with inhibition below about 76%;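 note: plate controls were DMSO cells for no effect and high antibiotic wells for full effect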
inhibitors of VEEV 10K pilot screen: also measured in inhibitors of VEEV; calls as there; inhibition, %; measured here: 10K pilot screen inhibition
The depositor's hits bear a star; i = inactive; ? = inconclusive; · = no result given. Random draw from the library; 1.5% or so of the library scored in one or more.

SMILES	influenza NS1A	inhibitors of VEEV	H37Rv inhibition	PhoP GFP inhibition	M. tuberculosis	others
O=C(CSc1nc2ccccc2c(=O)n1-c1ccccc1)NCc1ccc2c(c1)OCO2	10%	1.7%	3%	12%	-2%
O=C(NC(=S)Nc1ccccn1)c1ccco1	-6%	0.8%	-1%	17%	1%
CC(C)(C)CC(C)(C)NC(=O)/C=C/C(=O)O	-1%	1.8%	4%	1%	-15%
C/C(=N\Nc1nc(C)cc(C)n1)c1ccc(N2CCOCC2)cc1	-4%	2.1%	0%	10%	-5%
CC(=O)N1N=C(c2cccc([N+](=O)[O-])c2)OC1(C)c1cccs1 (stereo not given)	-18%	0.5%	0%	-13%	18%
COc1ccc(N2CCN(C(c3cccs3)C(C)NC(=O)c3ccc4c(c3)OCO4)CC2)cc1 (stereo not given)	5%	0.9%	4%	-3%	20%
CN(c1ccc(OCC(=O)Nc2nc(-c3ccccc3)cs2)cc1)S(=O)(=O)c1ccc(F)cc1	14%	1.2%	-4%	-6%	0%
O=C(CN1CCCc2ccccc21)Nc1ccccc1[N+](=O)[O-]	16%	0.2%	5%	-13%	0%
O=C1/C(=C/c2ccccc2)CCc2ccc(Cl)nc21	-23%	13%	·	·	·
CCc1cccc(N=c2c([N+](=O)[O-])nn(-c3ccc4c(c3)OCCO4)n2O)c1	21%	4.3%	14%	-2%	15%
CCSc1ncc(/C=N/Nc2ccc([N+](=O)[O-])cc2)n1C	2%	0.4%	-1%	4%	5%
CCOc1ccc(CCNC(=O)C2CC(=O)N(c3ccccc3OCC)C2)cc1OCC (stereo not given)	-12%	2.9%	-15%	2%	11%
Cc1ccc(C2=NNC(=O)C(P(=O)(c3ccccc3)c3ccccc3)C2)cc1 (stereo not given)	-3%	0.5%	-6%	9%	-7%
O=C(CN1C(=O)C2CCCCC2C1=O)Nc1cccc(C(F)(F)F)c1 (stereo not given)	-19%	1.0%	3%	·	-1%
CCOc1ccc(/C=C2/Sc3ccc(C(=O)N4CCN(C(=O)c5ccco5)CC4)cc3N(C)C2=O)cc1OC	·	·	?	7%	43%
CCn1c(Cc2ccc(OC)cc2)nc2ccccc21	0%	i	0%	-2%	14%
CCCCCC/C(=N\NS(C)(=O)=O)c1ccccc1	-1%	4.9%	-11%	-5%	73%
COC(=O)c1ccccc1NC(=S)NC(=O)C1CC1	-10%	0.8%	0%	17%	48%
O=S1(=O)c2cccc3cccc(c23)N1Cc1nnc(-c2ccccc2Br)o1	-2%	1.2%	5%	2%	21%	inhibitors of VEEV 10K pilot screen=5.0
CN(CC(=O)Nc1cccc(F)c1)CC(=O)Nc1ccccc1Oc1ccccc1	-3%	i	4%	-14%	5%
O=C(NCc1ccccn1)c1ccc2ccccc2n1	1%	2.0%	0%	1%	50%
O=C(c1ccc(Br)cc1)N1CCC(C(=O)N2CCN(Cc3ccccc3)CC2)CC1	2%	i	-3%	1%	22%
Cc1nnc(N(C(=O)c2cnccn2)c2ccccc2)s1	8%	0.8%	-8%	3%	-8%
Cc1noc(C(=O)Nc2c(C)n(C)n(-c3ccccc3)c2=O)c1Cl	8%	1.3%	0%	-15%	-15%
Cc1ccccc1C1c2[nH]c3ccccc3c2CCN1CCCn1cccn1 (stereo not given)	-4%	1.3%	-16%	-8%	60%

A draw from above in order of length of the SMILES, ascending.
SMILES	influenza NS1A	inhibitors of VEEV	H37Rv inhibition	PhoP GFP inhibition	M. tuberculosis	others
O=C(NC(=S)Nc1ccccn1)c1ccco1	-6%	0.8%	-1%	17%	1%
O=C(NCc1ccccn1)c1ccc2ccccc2n1	1%	2.0%	0%	1%	50%
CCn1c(Cc2ccc(OC)cc2)nc2ccccc21	0%	i	0%	-2%	14%
COC(=O)c1ccccc1NC(=S)NC(=O)C1CC1	-10%	0.8%	0%	17%	48%
CC(C)(C)CC(C)(C)NC(=O)/C=C/C(=O)O	-1%	1.8%	4%	1%	-15%
Cc1nnc(N(C(=O)c2cnccn2)c2ccccc2)s1	8%	0.8%	-8%	3%	-8%
Cc1ccccc1C1c2[nH]c3ccccc3c2CCN1CCCn1cccn1 (stereo not given)	-4%	1.3%	-16%	-8%	60%
O=C(CN1C(=O)C2CCCCC2C1=O)Nc1cccc(C(F)(F)F)c1 (stereo not given)	-19%	1.0%	3%	·	-1%
CN(CC(=O)Nc1cccc(F)c1)CC(=O)Nc1ccccc1Oc1ccccc1	-3%	i	4%	-14%	5%
O=S1(=O)c2cccc3cccc(c23)N1Cc1nnc(-c2ccccc2Br)o1	-2%	1.2%	5%	2%	21%	inhibitors of VEEV 10K pilot screen=5.0
CC(=O)N1N=C(c2cccc([N+](=O)[O-])c2)OC1(C)c1cccs1 (stereo not given)	-18%	0.5%	0%	-13%	18%
Cc1ccc(C2=NNC(=O)C(P(=O)(c3ccccc3)c3ccccc3)C2)cc1 (stereo not given)	-3%	0.5%	-6%	9%	-7%
O=C(c1ccc(Br)cc1)N1CCC(C(=O)N2CCN(Cc3ccccc3)CC2)CC1	2%	i	-3%	1%	22%
CCc1cccc(N=c2c([N+](=O)[O-])nn(-c3ccc4c(c3)OCCO4)n2O)c1	21%	4.3%	14%	-2%	15%
COc1ccc(N2CCN(C(c3cccs3)C(C)NC(=O)c3ccc4c(c3)OCO4)CC2)cc1 (stereo not given)	5%	0.9%	4%	-3%	20%
CN(c1ccc(OCC(=O)Nc2nc(-c3ccccc3)cs2)cc1)S(=O)(=O)c1ccc(F)cc1	14%	1.2%	-4%	-6%	0%
CCOc1ccc(/C=C2/Sc3ccc(C(=O)N4CCN(C(=O)c5ccco5)CC4)cc3N(C)C2=O)cc1OC	·	·	?	7%	43%

Back to the main list, starting 2 compounds before the break.
SMILES	influenza NS1A	inhibitors of VEEV	H37Rv inhibition	PhoP GFP inhibition	M. tuberculosis	others
Cc1noc(C(=O)Nc2c(C)n(C)n(-c3ccccc3)c2=O)c1Cl	8%	1.3%	0%	-15%	-15%
Cc1ccccc1C1c2[nH]c3ccccc3c2CCN1CCCn1cccn1 (stereo not given)	-4%	1.3%	-16%	-8%	60%
CCN(CC)CCCN=Cc1c(O)n(Cc2ccccc2)c(=O)c2ccccc12	-13%	4.9%	10%	-3%	-19%
CC(C)C[C@H](NC(=O)[C@H](Cc1ccccc1)n1c(=O)[nH]c2ccccc2c1=O)C(=O)N1CCC(C(=O)O)CC1	8%	1.3%	-6%	7%	29%
CCOC(=O)Nc1cc(N)ncn1	2%	1.6%	·	·	·
COC(=O)Cn1cc(C(=O)C(F)(F)F)c2ccccc21	2%	i	-11%	-2%	31%
CCOC(=O)c1c(NC(=O)COc2cccc3c2CCN(Cc2ccc(F)cc2)C3=O)sc2c1CCC2	·	·	3%	-2%	-7%
Cc1ccc(-c2onc3ccc(Cl)cc23)cc1	-3%	2.8%	-4%	1%	2%
COc1ccc(CN(C)C(=O)c2cc(-c3ccc(OC)c(OC)c3)nc3ccccc23)c(OC)c1	-9%	6.6%	-2%	-6%	19%
COC(=O)C(CCSC)NC(=O)CNC(=O)C1CCCCC1 (stereo not given)	-6%	0.9%	-11%	-9%	-10%
COCCCN1C(=O)c2ccc(C(=O)OCC(=O)NCCc3ccccc3)cc2C1=O	-7%	0.8%	-5%	9%	-12%
Cc1cccc(NC(=O)c2ccc([N+](=O)[O-])cc2Cl)n1	-1%	0.0%	-5%	20%	27%
COc1ccc(NS(=O)(=O)c2ccc(Oc3cccc(C(=O)O)c3)cc2)cc1	-3%	1.5%	2%	4%	-4%
CC1=NN(C)C(=O)C1Cc1c(F)cccc1Cl (stereo not given)	-6%	0.6%	8%	3%	1%
CC(=O)Oc1ccc2occ(-c3ccccc3)c2c1	-6%	4.5%	69%	13%	4%
c1ccc(-c2nc(NC3CCCC3)c3ccccc3n2)cc1	-1%	1.8%	12%	3%	30%
COC(=O)c1ccccc1NC(=S)N(C)C	1%	1.1%	2%	7%	-11%
CCN(CC)S(=O)(=O)c1ccc(N2CCOCC2)c(NC(=O)C2CCCO2)c1 (stereo not given)	-8%	1.0%	4%	-8%	-5%
CCCn1c(=O)c(C(=O)NNC(=O)Cc2ccccc2)c(O)c2ccccc21	2%	0.3%	3%	3%	-4%
C/C(CC(=O)Nc1cc(Cl)ccc1Cl)=N\NC(=O)c1ccco1	-4%	1.8%	?	17%	?
COc1ccc(C(=O)NC(CCSC)C(=O)N2CCCCCC2)cc1 (stereo not given)	4%	1.0%	-10%	8%	-10%
CCOc1ccc2oc(C(=O)O)c(C)c2c1	-9%	i	-1%	0%	-7%
COc1cc(/C=C/C(=O)N2C(=O)c3cccc(N)c3C2=O)cc(OC)c1OC	-10%	40%	9%	-5%	4%
Cc1cc(Cl)ccc1NC(=O)CCC(=O)N/N=C/c1cccnc1	-6%	8.3%	-2%	-6%	-5%
S=c1[nH]ccn1-c1c(Cl)cccc1Cl	-9%	i	-11%	-6%	-27%
Cc1ccc(S(=O)(=O)CCC(=O)Nc2ccccc2Br)cc1	-2%	0.1%	2%	4%	-2%
COc1ccc(-n2sc3c(c2=S)-c2cc(OC)ccc2NC3(C)C)cc1	15%	3.6%	1%	1%	15%
Next section:
SMILES	influenza NS1A	inhibitors of VEEV	H37Rv inhibition	PhoP GFP inhibition	M. tuberculosis	others
O=C(Nc1ccc(Br)cn1)c1ccc([N+](=O)[O-])cc1Cl	0%	0.9%	3%	-7%	6%
O=C(CNc1cccc2ccccc12)N/N=C/C=C/c1ccco1	8%	0.8%	-4%	-4%	12%
S=c1[nH]ncn1NCc1ccc(Cl)cc1Cl	8%	i	3%	1%	0%
COC(=O)COc1ccc(S(=O)(=O)NCc2cccnc2)cc1C	1%	i	-3%	-7%	-7%
COc1ccccc1CNC(=O)CCCN1C(=O)NC2(CCCC2)C1=O	-7%	2.0%	·	·	·
O=C(NC1(C(F)(F)F)C(=O)Nc2c1c(=O)[nH]c(=O)n2Cc1ccco1)C1CC1 (stereo not given)	0%	i	-8%	-14%	-23%
CC1Cc2cc(S(=O)(=O)NCCC(=O)N(C)Cc3ccccc3)ccc2N1C(=O)C1CC1 (stereo not given)	1%	0.2%	-7%	-2%	10%
Cc1ccc(NC(=O)NNC(=O)c2ccc3c(c2)NC(=O)C(C)(C)O3)cc1	-1%	1.8%	-7%	10%	-13%
Cc1csc(CNC(=O)C2CCC(=O)N(CCc3cccc(F)c3)C2)n1 (stereo not given)	-4%	0.9%	3%	-3%	5%
COc1ccc(C2C(C(=O)N3CCOCC3)c3ccccc3C(=O)N2c2ccc(OC)cc2)cc1 (stereo not given)	2%	6.9%	-5%	6%	-18%
Cc1cc(NC(=O)CCS(=O)(=O)c2nc(-c3ccccc3)cc(C(F)(F)F)n2)no1	-7%	10%	22%	9%	·
Cc1ccsc1C(=O)NNC(=O)c1csc(N2CCOCC2)n1	-13%	1.2%	18%	2%	1%
Cc1ccc(C(=O)O)cc1NS(=O)(=O)c1ccc2ccccc2c1	-2%	1.9%	1%	-17%	-2%
CCN(CC(=O)NCC(=O)Nc1ccc(Br)cc1C)Cc1ccccc1	-7%	7.0%	-8%	4%	-32%
COC(=O)c1ccc(NC(=O)CN(C)Cc2cccc(F)c2)cc1	-2%	0.4%	-6%	4%	42%
